# High-throughput results as filed in PubChem.
# CYP2C19 inh: inhibitors of human CYP2C19. CYP2C19 Supersomes, luciferin-H EGE luminescence, 30 min. AID 778. 96,000 compounds, 21% hits. inhibition, % at 5 µM;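 active = CYP2C19 inhibition above a set limit at 5 µM in the primary screen, cut at about 50% in these data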;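 note: plate controls were negative control wells for no effect and 2.5 mM tranylcypromine positive control for full effect; values of inactives mirror those of a sister screen read the other way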
# Target sequence (P33261 whole entry, looked up): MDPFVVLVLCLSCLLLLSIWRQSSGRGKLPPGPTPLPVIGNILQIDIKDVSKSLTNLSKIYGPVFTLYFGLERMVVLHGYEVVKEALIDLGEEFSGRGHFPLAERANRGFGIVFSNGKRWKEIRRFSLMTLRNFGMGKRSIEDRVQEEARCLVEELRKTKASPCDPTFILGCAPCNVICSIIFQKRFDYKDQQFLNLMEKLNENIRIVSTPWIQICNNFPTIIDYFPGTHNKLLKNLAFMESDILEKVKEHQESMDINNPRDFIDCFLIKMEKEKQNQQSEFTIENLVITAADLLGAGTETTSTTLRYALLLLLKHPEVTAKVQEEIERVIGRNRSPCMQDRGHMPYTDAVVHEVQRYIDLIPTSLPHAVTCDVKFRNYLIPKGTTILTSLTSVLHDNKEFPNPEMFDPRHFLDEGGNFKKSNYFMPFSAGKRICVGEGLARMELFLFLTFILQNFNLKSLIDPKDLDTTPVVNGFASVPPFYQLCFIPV
# PTK2B oligo ant: blocks oligomerization of human Pyk2 in cells | Q14289 | z-score (the deposit names both 25 µM and 10 µM) | AID 1347419 | Q293 cells, Pyk2 FERM NanoBiT luminescence; hits give low values | 99,000 compounds, 0.83% hits;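 active = Z-score of -3 or lower, scaled per plate to the spread of control and sample wells; inactive = z-score above -3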;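 note: negative z-score means lost luminescence so less FERM oligomerization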
# EphB4 ephrin blk: antagonists of human EphB4-ephrin-B2 interaction | P54760 | EphB4 LBD / TNYL-RAW-Alexa532 peptide, fluorescence polarization | inhibition, % at 7 µM | 97,000 compounds, 0.15% hits;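 active = inhibition above the screen-wide mean inhibition plus 3 SD, cut at about 15% in these data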;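 note: 0% = DMSO wells and 100% = excess unlabeled TNYL-RAW peptide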
# PLAP activator: human PLAP activation; P05187; purified PLAP enzyme, luminescent substrate read-out; hits give high values; activation fold at 20 µM; 96,000 compounds, 1.2% hits; in the data active = activation fold above about 2
# Target sequence (P05187 whole entry, looked up): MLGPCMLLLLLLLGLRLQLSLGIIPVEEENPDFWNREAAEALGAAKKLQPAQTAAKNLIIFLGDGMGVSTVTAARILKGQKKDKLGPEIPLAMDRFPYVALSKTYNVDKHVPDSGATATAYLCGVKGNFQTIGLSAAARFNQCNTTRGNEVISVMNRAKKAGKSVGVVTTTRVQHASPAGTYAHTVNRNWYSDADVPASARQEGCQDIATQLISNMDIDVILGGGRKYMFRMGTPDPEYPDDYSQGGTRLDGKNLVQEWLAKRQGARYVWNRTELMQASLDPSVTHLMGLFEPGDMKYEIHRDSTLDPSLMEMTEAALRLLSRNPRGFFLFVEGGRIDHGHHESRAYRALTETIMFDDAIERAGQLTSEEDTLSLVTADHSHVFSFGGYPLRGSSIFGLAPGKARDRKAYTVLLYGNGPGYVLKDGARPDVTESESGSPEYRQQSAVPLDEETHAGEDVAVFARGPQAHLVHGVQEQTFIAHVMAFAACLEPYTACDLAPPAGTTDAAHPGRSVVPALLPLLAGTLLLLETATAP
# PostGolgi yeast: growth inhibition of a yeast mutant, post-Golgi transport screen; post-Golgi transport phenotypic cell assay; inhibition, % at 10 µM; 98,000 compounds, 0.9% hits; AID 739; in the data active = inhibition above about 30%;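 note: yeast cells grown in 1536-well plates; yeast grown about 18 h at 30C before absorbance read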
# CYP2C19 activ: increases human CYP2C19 enzyme activity; P33261; recombinant CYP2C19, luciferin-H EGE luminescence; hits give high values; 0 = fully inhibited enzyme, 1 = untreated enzyme; activation factor at 5 µM; 96,000 tested, under 10 active; AID 1025;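 active = activation factor of at least 2 at 5 µM in the primary screen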;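 note: 0 = wells with 2.5 mM tranylcypromine and 1 = vehicle-only wells; values of inactives mirror those of a sister screen read the other way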
# CYP2C9 inh: human CYP2C9 inhibition | P11712 | CYP2C9 Supersomes, luciferin-H conversion, luminescence | inhibition, % at 5 µM | 96,000 compounds, 20% hits | AID 777;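 active = blocking of liver enzyme CYP2C9 beyond about 50% at 5 µM, limit read from the data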; note: values of inactives mirror those of a sister screen read the other way
# CYP2C9 activ: CYP2C9 (human) activation; P11712; recombinant CYP2C9, luciferin-H conversion, luminescence; hits give high values; factor 1 = untreated enzyme, 0 = blocked; activation factor at 5 µM; 96,000 compounds, 1.4% hits; AID 1024;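 active = activation factor of 2 or more for CYP2C9 at a 5 µM dose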;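 note: 0 = sulfaphenazole-blocked wells and 1 = vehicle-only wells; values of inactives mirror those of a sister screen read the other way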
# Ecoli WT expand: blocks growth of wild type E. coli BW25113. OD600 absorbance. growth inhibition, % at 100 µM. 98,000 compounds, 0.15% hits;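 active = growth inhibition above about 50% at one test dose, limit read from the data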;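 note: growth measured after 20 h incubation at 37 °C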
# * = called active by the depositor; / = not tested or not shown.
Molecule	CYP2C19 inh	PTK2B oligo ant	EphB4 ephrin blk	PLAP activator	PostGolgi yeast	CYP2C19 activ	CYP2C9 inh	CYP2C9 activ	Ecoli WT expand
CCN(CC)CCNC(=O)NC1CCCCC1	-15.4	0.5	/	1.1	-8.5	1.2	-18.2	1.2	5.0
COc1ccc(C(=O)N(Cc2ccco2)C(C(=O)NC2CCCC2)c2ccc(O)cc2)cc1OC (stereo not drawn)	50.2*	-0.89	-6.7	1.7	13.1	0.5	55.6*	0.4	-5.0
COC(=O)CSc1cc(C(=O)c2nccn2C)c2ccccc2n1	81.7*	-0.77	-0.1	1.4	-0.3	0.2	52.2*	0.5	-3.0
CCOc1nc2ccccc2nc1C	-8.3	-0.22	5.1	1	2.9	1.1	-4.4	1	6.0
Cc1nn(-c2ccccc2)c(C)c1/C=N/NC(=O)c1cc(-c2ccc(Br)s2)[nH]n1	76.6*	0.06	0.6	0.9	6.1	0.2	84.0*	0.2	6.0
COCCNC(=O)c1ccc2c(c1)ncn2-c1ccc(F)c(F)c1	1.7	0.84	-5.8	1	5.1	1	15.5	0.8	5.0
COc1ccc(OC)c(NC(=O)CSc2nnc(Cn3nnc4ccccc43)n2C)c1	9.3	0.23	1.0	0.9	-4.5	0.9	-4.5	1	4.0
Cc1cccc(N(CC(=O)NCC2CCCO2)C(=O)CCC(=O)Nc2cc(C)on2)c1 (stereo not drawn)	33.8	-0.11	/	1.6	-3.9	0.7	52.3*	0.5	-13.0
CCNc1nc(SC(C(C)=O)C(C)=O)nc(N(C)C)n1	11.2	0.95	-7.7	0.9	-0.6	0.9	17.0	0.8	11.0
CCOC(=O)Cc1csc(NC(=O)CCNS(=O)(=O)c2ccc3c(c2)CCC(=O)N3)n1	8.3	0.64	-10.9	1	-0.7	0.9	55.9*	0.4	2.0
O=C1c2ccccc2C(Nc2cccnc2)N1Cc1ccccc1 (stereo not drawn)	47.1	/	-5.7	0.8	-1.3	0.5	25.2	0.7	4.0
c1ccc(-c2cnn3nnnc3n2)cc1	-12.0	0.93	-13.2	1	16.9	1.1	-5.7	1.1	25.0
COc1ccc(N2Cc3cccc(C(=O)NC(C)CCc4ccco4)c3C2=O)cc1 (stereo not drawn)	85.0*	/	-3.6	1.6	-9.1	0.2	92.5*	0.1	-8.0
COc1cc2c(cc1OC)C1Cc3ccc(OC)c(OC)c3CN1CC2 (stereo not drawn)	-1.4	-0.15	5.0	1.4	-1.5	1	-5.5	1.1	0.0
COc1cccc(OCC(O)CN2CCC(C)CC2)c1 (stereo not drawn)	-7.3	-0.26	-2.0	1.2	-4.5	1.1	18.5	0.8	3.0
CC1=C(C(=O)N2CCOCC2)C(c2ccsc2)C2=C(CCCC2=O)N1 (stereo not drawn)	-3.5	-0.87	-4.1	0.9	3.3	1	-20.4	1.2	5.0
COCCN(Cc1cc2cccc(C)c2[nH]c1=O)C(=O)c1ccccc1	42.8	0.26	-5.9	1.4	6.1	0.6	17.6	0.8	-5.0
Cc1cccc(N2CCN(C(=O)Cn3cccc3)CC2)c1C	79.2*	/	-1.0	1.3	4.0	0.2	6.2	0.9	6.0
Cc1nc2ccccc2n1CC(=O)N/N=C\c1ccccn1	-10.1	1.45	3.4	1.5	1.6	1.1	-1.8	1	10.0
CCOC(=O)CCSc1nc(C)c2ccccc2n1	20.5	0.54	3.9	0.8	13.9	0.8	-41.2	1.4	-1.0
COc1cc(/C=C/c2ccc3cccc(OC)c3n2)c(OC(C)=O)c([N+](=O)[O-])c1	3.5	-1.41	1.0	0.9	-3.7	1	12.4	0.9	0.0
Nc1ncncc1-c1ccc([N+](=O)[O-])cc1	-1.0	1.34	-6.2	0.9	1.6	1	-11.6	1.1	78.0*
CC1(C)C2CCC1(C)C(NC(=O)CCN1CCCCC1)C2 (stereo not drawn)	27.6	0.94	-9.9	1.6	-6.0	0.7	61.6*	0.4	8.0
O=C(CCNS(=O)(=O)c1ccc2c(c1)CCC(=O)N2)NCc1cccnc1	9.1	-0.06	-7.5	1	3.6	0.9	-13.8	1.1	9.0

# A second format for four compounds above:
COCCN(Cc1cc2cccc(C)c2[nH]c1=O)C(=O)c1ccccc1
  CYP2C19 inh = 42.8
  PTK2B oligo ant = 0.26
  EphB4 ephrin blk = -5.9
  PLAP activator = 1.4
  PostGolgi yeast = 6.1
  CYP2C19 activ = 0.6
  CYP2C9 inh = 17.6
  CYP2C9 activ = 0.8
  Ecoli WT expand = -5.0

Cc1nc2ccccc2n1CC(=O)N/N=C\c1ccccn1
  CYP2C19 inh = -10.1
  PTK2B oligo ant = 1.45
  EphB4 ephrin blk = 3.4
  PLAP activator = 1.5
  PostGolgi yeast = 1.6
  CYP2C19 activ = 1.1
  CYP2C9 inh = -1.8
  CYP2C9 activ = 1
  Ecoli WT expand = 10.0

O=C(CCNS(=O)(=O)c1ccc2c(c1)CCC(=O)N2)NCc1cccnc1
  CYP2C19 inh = 9.1
  PTK2B oligo ant = -0.06
  EphB4 ephrin blk = -7.5
  PLAP activator = 1
  PostGolgi yeast = 3.6
  CYP2C19 activ = 0.9
  CYP2C9 inh = -13.8
  CYP2C9 activ = 1.1
  Ecoli WT expand = 9.0

Nc1ncncc1-c1ccc([N+](=O)[O-])cc1
  CYP2C19 inh = -1.0
  PTK2B oligo ant = 1.34
  EphB4 ephrin blk = -6.2
  PLAP activator = 0.9
  PostGolgi yeast = 1.6
  CYP2C19 activ = 1
  CYP2C9 inh = -11.6
  CYP2C9 activ = 1.1
  Ecoli WT expand = 78.0*

# Remaining list, next part.
Molecule	CYP2C19 inh	PTK2B oligo ant	EphB4 ephrin blk	PLAP activator	PostGolgi yeast	CYP2C19 activ	CYP2C9 inh	CYP2C9 activ	Ecoli WT expand
C/C(=N\NC(=O)c1ccccc1O)c1c(O)cc(C)oc1=O	39.3	0.61	11.9	1	-1.3	0.6	61.7*	0.4	1.0
COc1cccc(C2OC(=O)c3ccccc3N2C(C)=O)c1OC(C)=O (stereo not drawn)	26.9	0.34	-1.5	1.3	7.7	0.7	14.5	0.9	2.0
Cc1nn(C)c(C)c1/C=N/NC(=O)c1csc2ccccc12	7.6	/	2.4	0.9	-7.6	0.9	8.9	0.9	-1.0
COc1cccc(NS(=O)(=O)c2ccc(S(=O)(=O)N3CCOCC3)cc2)c1	93.1*	0.51	-0.4	1.1	3.4	0.1	66.9*	0.3	-7.0
Cc1ccc(S(=O)(=O)NCCNC(=O)c2ccccc2)cc1	48.0	1.14	/	1	8.0	0.5	-29.3	1.3	1.0
CCc1cc(C(=O)OC)c(NC(=O)CCC(=O)O)s1	-15.8	1.05	7.0	1.2	0.3	1.2	-10.4	1.1	-6.0
CC1Cc2cc(/C(O)=C3/C(=O)C(=O)N(CC4CCCO4)C3c3ccco3)ccc2O1 (stereo not drawn)	-19.1	0.4	3.9	1.1	-9.7	1.2	-10.2	1.1	3.0
CCc1ccc(OCc2nnc(NC(=O)c3cccs3)s2)cc1	-7.3	-0.32	-0.1	1.1	11.2	1.1	32.7	0.7	-9.0
COc1ccc(C(=O)Nc2ccc3c(c2)OCO3)cc1OC	39.8	1.3	5.0	1	3.1	0.6	1.7	1	-2.0
Cn1c(=NC(=O)CN2C(=O)C3CC=CCC3C2=O)sc2ccccc21 (stereo not drawn)	34.1	1.63	-3.5	1.3	-2.8	0.7	34.1	0.7	-5.0
Cc1cccc(OCCSc2cc(C)nc(N)n2)c1	55.1*	0.11	/	0.8	18.0	0.4	-8.4	1.1	3.0
CCOc1ccccc1-n1c(SCC(=O)NCc2ccco2)nnc1-c1ccncc1	73.0*	0.64	4.0	1.3	5.4	0.3	54.7*	0.5	-8.0
CCN1C(=O)/C(=C2\C=Cc3ccccc3N2CC)SC1=S	54.6*	-0.96	-2.8	0.8	-3.7	0.5	13.2	0.9	-19.0
O=C1C2C3C=CC(C3)C2C(=O)N1c1n[nH]c(-c2ccccc2)n1 (stereo not drawn)	1.8	-0.24	3.3	0.1	-5.5	1	-14.5	1.1	-1.0
CCCOC(=O)/C(C(N)=NCc1ccccc1)=C(\O)OCCC	42.0	-0.75	7.2	0.8	-0.6	0.6	35.0	0.7	13.0
O=C(CC(NS(=O)(=O)c1ccc(Cl)cc1)c1ccco1)NC1CCCC1 (stereo not drawn)	62.5*	0.75	/	1.1	-6.2	0.4	18.5	0.8	8.0
O=c1[nH]c2ccccc2nc1N1CCOCC1	-6.8	-1.05	6.3	1.1	-6.2	1.1	2.7	1	3.0
Cc1ccc(C)c2[nH]c(=O)c(CN(CCN3CCOCC3)Cc3nnnn3CC3CCCO3)cc12 (stereo not drawn)	-5.6	0.17	2.2	1.6	-5.0	1.1	-13.6	1.1	-2.0
CC1(C(=O)NC2CCCC2)CCC(=O)N1Cc1ccccc1 (stereo not drawn)	6.9	0.71	1.7	1	2.4	0.9	4.4	1	-5.0
O=C(O)c1n[nH]c2ccccc12	-3.7	-0.14	-2.0	1.1	19.8	1	5.1	0.9	-3.0
CCn1cc(C(C)(C)C)c(C#N)c1NC(C)=O	5.2	-0.16	3.2	1	-4.2	0.9	-37.5	1.4	3.0
CN(C)CCN(C)Cc1ccc2c(c1)Cc1ccccc1-2	2.5	/	/	1.1	/	1	-5.6	1.1	/
Cc1ccc2[nH]c3c(=O)n(CCC4=CCCCC4)cnc3c2c1	40.2	/	6.2	1.1	-0.3	0.6	22.6	0.8	15.0
CCC(C)(C)n1nnnc1C(c1ccc(C)cc1)N(Cc1ccco1)Cc1cccs1 (stereo not drawn)	-3.8	-0.77	3.9	0.9	-2.7	1	90.5*	0.1	-13.0
Cc1ccc(-c2nnc(C)c(N3CC(C)OC(C)C3)n2)cc1 (stereo not drawn)	7.3	1.73	0.0	1.2	5.6	0.9	17.3	0.8	-7.0
COc1cc(OC)cc(C(=O)NCC(=O)N2CCCCC2)c1	1.2	-0.71	6.5	0.9	-2.7	1	-23.8	1.2	4.0
O=C(NCC(=O)N(c1ccc2c(c1)OCO2)C(C(=O)NC1CCCC1)c1ccncc1)c1ccco1 (stereo not drawn)	4.7	0.48	-7.9	1.2	-9.3	1	3.1	1	5.0
CC1CCCCN1C/C=C/c1ccccc1[N+](=O)[O-] (stereo not drawn)	3.6	0.43	-2.7	0.9	5.2	1	-1.0	1	6.0
CCc1nc2ccccc2c(C(=O)O)c1C	48.2	-0.18	-1.2	1	10.9	0.5	38.9	0.6	2.0
COc1ccc(NC(=S)N2CCC(c3nc4ccccc4[nH]3)CC2)c(OC)c1	22.0	0.47	1.9	1.3	-1.4	0.8	59.0*	0.4	9.0
CCOc1ccc(-c2nc(-c3ccc(OC)c(OC)c3)no2)cc1OCC	-20.6	/	0.4	0.9	-12.9	1.2	-18.6	1.2	-2.0
CCCCCC(=O)NNC(=O)c1ccc(-c2ccccc2)cc1	-15.8	0.45	-1.1	1.2	-8.7	1.2	-27.6	1.3	-10.0
Cc1ccccc1NC(=O)c1ccccc1NC(=O)c1ccco1	18.0	-0.13	-7.0	0.7	-0.5	0.8	49.7	0.5	-3.0
CCCCCCCCCOC(=O)C[n+]1csc(CCO)c1C	76.4*	-0.05	-3.4	0.7	14.5	0.2	6.8	0.9	9.0
O=C(CCSc1nc(-c2ccco2)cc(C(F)(F)F)n1)N1CCN(c2ccccn2)CC1	85.8*	1.27	-2.5	1.5	4.6	0.1	86.4*	0.1	-27.0
CCCCCC(=O)N1CCN(c2ccc(C(C)=O)cc2F)CC1	9.6	/	/	1.1	3.2	0.9	41.5	0.6	10.0
